NSD2 block: inhibitors of human NSD2, primary screen, biochemical, plate reader, single point; Histone-lysine N-methyltransferase NSD2 (Homo sapiens), O96028; NSD2-SET H3K36me1 DELFIA fluorescence; inhibition, % at 12.5 µM; 0.07% of 44,000 active; in the data active means inhibition above about 54%, passing the limit was not always enough;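 further: inhibitors reduce the monomethyl H3K36 fluorescence signal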
Target sequence (O96028 whole entry, looked up): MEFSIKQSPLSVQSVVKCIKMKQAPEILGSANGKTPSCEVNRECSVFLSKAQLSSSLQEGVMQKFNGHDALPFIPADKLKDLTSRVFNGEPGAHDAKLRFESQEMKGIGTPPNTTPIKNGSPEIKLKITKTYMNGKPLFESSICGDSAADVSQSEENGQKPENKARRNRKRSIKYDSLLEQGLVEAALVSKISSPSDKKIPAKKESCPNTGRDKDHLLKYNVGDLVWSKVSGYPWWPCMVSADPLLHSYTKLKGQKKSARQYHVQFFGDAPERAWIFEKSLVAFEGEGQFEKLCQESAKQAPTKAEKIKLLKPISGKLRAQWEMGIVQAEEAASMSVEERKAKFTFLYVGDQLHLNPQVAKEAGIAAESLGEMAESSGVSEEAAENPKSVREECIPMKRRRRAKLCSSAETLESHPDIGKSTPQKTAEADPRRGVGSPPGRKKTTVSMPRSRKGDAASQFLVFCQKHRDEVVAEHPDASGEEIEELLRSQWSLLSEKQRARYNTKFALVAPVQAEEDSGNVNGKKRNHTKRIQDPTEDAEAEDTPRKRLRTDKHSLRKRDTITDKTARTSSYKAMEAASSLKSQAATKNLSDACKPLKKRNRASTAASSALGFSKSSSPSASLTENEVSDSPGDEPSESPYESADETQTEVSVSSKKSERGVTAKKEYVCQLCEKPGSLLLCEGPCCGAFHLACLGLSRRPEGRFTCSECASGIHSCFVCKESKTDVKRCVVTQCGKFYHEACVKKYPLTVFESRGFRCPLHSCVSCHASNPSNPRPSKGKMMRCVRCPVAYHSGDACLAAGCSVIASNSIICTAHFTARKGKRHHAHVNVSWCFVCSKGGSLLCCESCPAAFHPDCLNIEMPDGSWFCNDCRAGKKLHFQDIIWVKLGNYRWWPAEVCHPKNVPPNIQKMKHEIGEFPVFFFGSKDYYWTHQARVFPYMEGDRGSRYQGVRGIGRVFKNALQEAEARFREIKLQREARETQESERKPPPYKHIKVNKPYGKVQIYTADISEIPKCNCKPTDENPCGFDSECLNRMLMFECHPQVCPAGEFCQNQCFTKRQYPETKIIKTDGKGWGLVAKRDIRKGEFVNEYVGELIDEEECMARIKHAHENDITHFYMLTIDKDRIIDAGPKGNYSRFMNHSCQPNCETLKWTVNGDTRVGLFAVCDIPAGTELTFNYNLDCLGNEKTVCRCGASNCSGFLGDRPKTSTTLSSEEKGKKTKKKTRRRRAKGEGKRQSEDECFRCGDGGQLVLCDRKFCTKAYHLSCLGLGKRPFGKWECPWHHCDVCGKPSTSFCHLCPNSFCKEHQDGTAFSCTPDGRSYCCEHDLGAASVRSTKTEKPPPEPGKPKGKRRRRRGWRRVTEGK
* = called active by the depositor.

cpd	molecule	NSD2 block
1	O=C(c1ccc(F)cc1)C1CCN(CCCCc2ccccc2)CC1	5
2	C[C@@H]1CN([C@@H](C)CO)S(=O)(=O)c2ccc(C3=CCCC3)cc2O[C@@H]1CN(C)C(=O)C1CCCCC1	3
3	C[C@H](CO)N1C[C@H](C)[C@@H](CN(C)C(=O)c2ccccc2)OCCCC[C@H](C)Oc2ccc(NS(=O)(=O)c3ccc(Cl)cc3)cc2C1=O	15
4	COc1ccccc1C#Cc1cnc2c(c1)C(=O)N([C@@H](C)CO)C[C@H](C)[C@@H](CN(C)C(=O)CN(C)C)O2	3
5	C[C@@H]1CCCCO[C@@H](CN(C)C(=O)C2CCCCC2)[C@H](C)CN([C@@H](C)CO)C(=O)c2cc(NC(=O)C3CCCCC3)ccc2O1	4
6	C[C@@H]1CCCCO[C@H](CN(C)C(=O)Nc2ccc3c(c2)OCO3)[C@H](C)CN([C@@H](C)CO)C(=O)c2cc(N(C)C)ccc2O1	-5
7	C[C@H](CO)N1C[C@H](C)[C@H](CN(C)Cc2ccccc2)Oc2ccc(NS(=O)(=O)c3ccc(Cl)cc3)cc2CC1=O	-6
8	Cc1ccc(-c2ccc3c(c2)O[C@H](CN(C)C(=O)CC2CC2)[C@@H](C)CN([C@@H](C)CO)S3(=O)=O)cc1	-1
9	CC(/C=C/C(=O)NO)=C\c1ccccc1OCc1cn(-c2cccc(C(=O)N3CCN(c4ccccc4)CC3)c2)nn1	3
10	COc1ccc(S(=O)(=O)N(C)C[C@@H]2Oc3cc(C#CC4CCCC4)ccc3S(=O)(=O)N([C@H](C)CO)C[C@H]2C)cc1	1
11	C[C@H](CO)N1C[C@H](C)[C@@H](CN(C)C(=O)Nc2ccccc2)OCc2cn(nn2)CCCC1=O	0
12	C[C@@H]1CN([C@H](C)CO)C(=O)c2cc(-c3ccc(C#N)cc3)cnc2O[C@@H]1CN(C)C(=O)Nc1ccccc1	5
13	C[C@@H]1CCCCO[C@@H](CN(C)Cc2ccccc2)[C@H](C)CN([C@H](C)CO)C(=O)c2cc(NC(=O)Nc3ccc(F)cc3)ccc2O1	4
14	CC(C)C#Cc1ccc2c(c1)O[C@@H](CN(C)C(=O)c1cccnc1)[C@@H](C)CN([C@H](C)CO)S2(=O)=O	0
15	CC(=O)N(C)C[C@H]1Oc2cc(C#Cc3ccccn3)ccc2S(=O)(=O)N([C@@H](C)CO)C[C@H]1C	-71

5 of the compounds above, with the structure last.
| # | NSD2 block | SMILES |
| --- | --- | --- |
| 10 | 1 | COc1ccc(S(=O)(=O)N(C)C[C@@H]2Oc3cc(C#CC4CCCC4)ccc3S(=O)(=O)N([C@H](C)CO)C[C@H]2C)cc1 |
| 11 | 0 | C[C@H](CO)N1C[C@H](C)[C@@H](CN(C)C(=O)Nc2ccccc2)OCc2cn(nn2)CCCC1=O |
| 12 | 5 | C[C@@H]1CN([C@H](C)CO)C(=O)c2cc(-c3ccc(C#N)cc3)cnc2O[C@@H]1CN(C)C(=O)Nc1ccccc1 |
| 13 | 4 | C[C@@H]1CCCCO[C@@H](CN(C)Cc2ccccc2)[C@H](C)CN([C@H](C)CO)C(=O)c2cc(NC(=O)Nc3ccc(F)cc3)ccc2O1 |
| 14 | 0 | CC(C)C#Cc1ccc2c(c1)O[C@@H](CN(C)C(=O)c1cccnc1)[C@@H](C)CN([C@H](C)CO)S2(=O)=O |

Further entries.
cpd	molecule	NSD2 block
16	C[C@H](CO)N1C[C@H](C)[C@H](CN(C)S(=O)(=O)c2ccc(F)cc2)Oc2c(NC(=O)C3CCOCC3)cccc2C1=O	4
17	C[C@@H]1CN([C@H](C)CO)C(=O)c2cc(/C=C/c3ccccc3)cnc2O[C@@H]1CN(C)C(=O)NC1CCCCC1	-3
18	C[C@@H]1CCCCO[C@H](CN(C)C(=O)Nc2ccc3c(c2)OCO3)[C@H](C)CN([C@@H](C)CO)C(=O)c2cc(NC(=O)Nc3cccc4ccccc34)ccc2O1	-3
19	C[C@H](CO)N1C[C@H](C)[C@@H](CN(C)S(=O)(=O)c2cn(C)cn2)Oc2ccc(N(C)C)cc2CC1=O	9
20	C[C@@H]1CCCCO[C@@H](CN(C)C(=O)c2ccccc2)[C@H](C)CN([C@@H](C)CO)C(=O)c2cc(NS(=O)(=O)c3ccccc3)ccc2O1	-197
21	COCCNC(=O)C[C@@H]1C[C@H]2c3cc(NS(C)(=O)=O)ccc3O[C@H]2[C@H](CO)O1	-2
22	COc1ccc(NC(=O)N(C)C[C@H]2Oc3ccc(NS(=O)(=O)c4cn(C)cn4)cc3C(=O)N([C@@H](C)CO)C[C@@H]2C)cc1	2
23	Cc1noc(C)c1NC(=O)N(C)C[C@H]1Oc2ccc(NC(=O)Nc3cccc4ccccc34)cc2CC(=O)N([C@H](C)CO)C[C@H]1C	0
24	C[C@H](CO)N1C[C@H](C)[C@@H](CN(C)C)Oc2cc(C#Cc3ccc(F)cc3)ccc2S1(=O)=O	3
25	COc1ccccc1-c1ccc2c(c1)O[C@@H](CN(C)S(=O)(=O)c1ccccc1)[C@H](C)CN([C@@H](C)CO)S2(=O)=O	0
26	C[C@H](CO)N1C[C@H](C)[C@H](CN(C)Cc2ccccc2)Oc2ccc(NS(=O)(=O)c3ccc(F)cc3)cc2C1=O	2
27	C[C@H](CO)N1C[C@H](C)[C@@H](CN(C)C(=O)NC2CCCCC2)Oc2c(NC(=O)c3nc4ccccc4s3)cccc2C1=O	0
28	C[C@H](CO)N1C[C@H](C)[C@@H](CN(C)S(=O)(=O)c2cccs2)Oc2c(cccc2N(C)C)C1=O	1
29	C[C@H]1CN([C@@H](C)CO)C(=O)Cc2cc(N(C)C)ccc2O[C@@H]1CN(C)Cc1ccc(Oc2ccccc2)cc1	-4
30	CCCOc1ccc(/C(=N\O)C(C)(C)NO)cc1	-3
31	C[C@@H]1CN([C@@H](C)CO)C(=O)CCCn2nncc2CO[C@H]1CN(C)C(=O)Nc1cccc(Oc2ccccn2)c1	20
32	CN(C)CC(=O)Nc1ccc2c(c1)[C@H]1C[C@H](CC(=O)NCC3CC3)O[C@H](CO)[C@H]1O2	-1
33	C[C@H]1CN([C@@H](C)CO)C(=O)Cc2cc(NS(=O)(=O)c3cn(C)cn3)ccc2O[C@@H]1CN(C)Cc1ccncc1	-2
34	Cc1ccc(S(=O)(=O)N(C)C[C@H]2Oc3ccc(NS(=O)(=O)c4cn(C)cn4)cc3C(=O)N([C@@H](C)CO)C[C@@H]2C)cc1	-1
35	Cc1ccc(S(=O)(=O)Nc2ccc3c(c2)CC(=O)N([C@H](C)CO)C[C@H](C)[C@@H](CN(C)S(C)(=O)=O)O3)cc1	-4
36	C[C@@H]1CN([C@H](C)CO)C(=O)c2cccc(NC(=O)CCCCCC(=O)Nc3ccccc3N)c2O[C@H]1CN(C)Cc1ccncc1	-1
37	CCC(=O)N(C)C[C@H]1Oc2ncc(-c3cccc(OC)c3)cc2C(=O)N([C@H](C)CO)C[C@@H]1C	0
38	C[C@@H]1CCCCO[C@H](CN(C)C(=O)Cc2ccccc2)[C@H](C)CN([C@H](C)CO)C(=O)c2cc(NS(C)(=O)=O)ccc2O1	-5
39	C[C@H]1CN([C@@H](C)CO)C(=O)CCCn2cc(nn2)CO[C@H]1CN(C)C(=O)c1ccc(N2CCN(C)CC2)cc1	0
40	C[C@H]1CN([C@@H](C)CO)C(=O)c2cccc(NC(=O)Nc3cccc4ccccc34)c2O[C@H]1CN(C)S(=O)(=O)c1cn(C)cn1	-3
41	Cc1cc(C(=O)Nc2cccc3c2O[C@@H](CN(C)Cc2ccc(C(=O)Nc4ccccc4N)cc2)[C@@H](C)CN([C@@H](C)CO)C3=O)n(C)n1	4
42	CNC[C@H]1Oc2ccc(NC(=O)Nc3c(C)noc3C)cc2C(=O)N([C@H](C)CO)C[C@@H]1C	-2
43	O=C(O)C[C@@H]1C[C@@H]2c3cc(NC(=O)Nc4ccc(C(F)(F)F)cc4)ccc3O[C@@H]2[C@@H](CO)O1	12
44	C[C@H](CO)N1C[C@H](C)[C@@H](CN(C)C(=O)Nc2ccc(F)cc2)Oc2ncc(C#CC3CC3)cc2C1=O	-3
45	C[C@@H]1CN([C@H](C)CO)S(=O)(=O)c2ccc(-c3ccc(C#N)cc3)cc2O[C@@H]1CN(C)C(=O)C1CC1	3
46	C[C@H](O)C#Cc1ccc2c(c1)O[C@H](CN(C)Cc1cccnc1)[C@@H](C)CN([C@@H](C)CO)S2(=O)=O	0
47	O=C(C[C@H]1C=C[C@H](NC(=O)c2ccncc2)[C@@H](CO)O1)NCCc1ccncc1	4
48	O=C(Nc1ccc2c(c1)[C@H]1C[C@H](CC(=O)N3CCOCC3)O[C@H](CO)[C@H]1O2)Nc1ccccc1F	-10
49	C[C@@H]1CCCCO[C@@H](CN(C)S(=O)(=O)c2cn(C)cn2)[C@@H](C)CN([C@@H](C)CO)C(=O)c2cc(NC(=O)Nc3ccc4c(c3)OCO4)ccc2O1	-4
50	CC(C)C#Cc1ccc2c(c1)O[C@H](CN(C)C(=O)CN(C)C)[C@@H](C)CN([C@@H](C)CO)S2(=O)=O	-2
51	C[C@@H]1CCCCO[C@H](CN(C)Cc2ccc(C(=O)Nc3ccccc3N)cc2)[C@@H](C)CN([C@H](C)CO)C(=O)c2cc(NS(=O)(=O)c3ccc(F)cc3)ccc2O1	0
52	Cc1ccc(S(=O)(=O)Nc2ccc3c(c2)C(=O)N([C@H](C)CO)C[C@@H](C)[C@H](CN(C)Cc2ccncc2)OCCCC[C@H](C)O3)cc1	-3
53	Cc1noc(C)c1S(=O)(=O)Nc1cccc2c1O[C@@H](CN(C)Cc1ccc3c(c1)OCO3)[C@@H](C)CN([C@H](C)CO)C2=O	4
54	CC(C)NC(=O)N(C)C[C@H]1OCCCC[C@@H](C)Oc2ccc(NC(=O)Nc3ccc(C(F)(F)F)cc3)cc2C(=O)N([C@H](C)CO)C[C@@H]1C	-7
55	O=C1CCC(C(=O)Nc2cc(F)cc(F)c2)=NN1	4
56	COc1ccc(S(=O)(=O)N(C)C[C@H]2Oc3c(NC(=O)c4ccc(-c5nccs5)cc4)cccc3C(=O)N([C@@H](C)CO)C[C@@H]2C)cc1	0
57	COc1ccc(NC(=O)Nc2ccc3c(c2)C(=O)N([C@@H](C)CO)C[C@@H](C)[C@@H](CN(C)C(=O)NC2CCCCC2)O3)cc1	-5
58	COc1ccc(NC(=O)N(C)C[C@@H]2Oc3ccc(NC(=O)Cn4cnnn4)cc3CC(=O)N([C@H](C)CO)C[C@H]2C)cc1	1
59	CC(=O)N(C)C[C@H]1Oc2ncc(C#C[C@H](C)O)cc2C(=O)N([C@H](C)CO)C[C@H]1C	1
60	C[C@@H]1CN([C@@H](C)CO)C(=O)Cc2cc(NC(=O)Cc3ccccc3)ccc2O[C@@H]1CN(C)S(=O)(=O)c1cn(C)cn1	7
61	C[C@@H]1CN([C@H](C)CO)C(=O)Cc2cc(NC(=O)CCCCCC(=O)Nc3ccccc3N)ccc2O[C@H]1CN(C)S(=O)(=O)c1ccccc1	-1
62	C[C@H](CO)N1C[C@H](C)[C@@H](CN(C)C)Oc2ccc(NC(=O)CCCN(C)C)cc2CC1=O	2
63	C[C@@H]1CCCCO[C@H](CN(C)C(=O)Nc2ccc(F)cc2)[C@@H](C)CN([C@@H](C)CO)C(=O)c2cc(NS(C)(=O)=O)ccc2O1	-2
64	C[C@H]1CN([C@@H](C)CO)C(=O)c2cccc(NC(=O)Nc3ccccc3)c2O[C@H]1CN(C)CC1CCCCC1	2
65	C[C@@H]1CN([C@H](C)CO)C(=O)CCCn2cc(nn2)CO[C@H]1CN(C)Cc1ccc2c(c1)OCCN2C	3
66	CC(C)NC(=O)Nc1ccc2c(c1)CC(=O)N([C@H](C)CO)C[C@H](C)[C@@H](CN(C)S(=O)(=O)c1ccc(F)cc1)O2	1
67	C[C@H](CO)N1C[C@H](C)[C@H](CN(C)CC2CCCCC2)Oc2ccc(NC(=O)Cc3cn(C)c4ccccc34)cc2CC1=O	-241
68	O=C(NO)c1ccc(C(=O)N/N=C/c2cccc(B(O)O)c2)cc1	7
69	COc1cc2c(cc1O)C(=O)CC1C(C)(C)C(=O)CCC21C (stereo not drawn)	10
70	O=C(C[C@@H]1C[C@H]2c3cc(NC(=O)C4CCC4)ccc3O[C@H]2[C@H](CO)O1)NCC(F)(F)F	-3
71	C[C@@H]1CN([C@@H](C)CO)S(=O)(=O)c2ccc(C#CC3CC3)cc2O[C@@H]1CN(C)C(=O)c1ccccn1	3
72	C[C@H](CO)N1C[C@H](C)[C@H](CN(C)C(=O)CN(C)C)Oc2cc(-c3ccccc3)ccc2S1(=O)=O	1
73	CC(C)C#Cc1ccc2c(c1)O[C@H](CN(C)S(C)(=O)=O)[C@H](C)CN([C@H](C)CO)S2(=O)=O	-4
74	Cc1ccc(S(=O)(=O)N(C)C[C@H]2Oc3ncc(-c4ccccc4)cc3C(=O)N([C@@H](C)CO)C[C@@H]2C)cc1	-3
75	Cc1noc(C)c1NC(=O)Nc1ccc2c(c1)CC(=O)N([C@@H](C)CO)C[C@@H](C)[C@H](CN(C)Cc1ccc(-c3ccccc3)cc1)O2	4

Two entries picked at random from the list so far, as already listed:
cpd	molecule	NSD2 block
72	C[C@H](CO)N1C[C@H](C)[C@H](CN(C)C(=O)CN(C)C)Oc2cc(-c3ccccc3)ccc2S1(=O)=O	1
61	C[C@@H]1CN([C@H](C)CO)C(=O)Cc2cc(NC(=O)CCCCCC(=O)Nc3ccccc3N)ccc2O[C@H]1CN(C)S(=O)(=O)c1ccccc1	-1

Additional structures.
cpd	molecule	NSD2 block
76	C[C@H](CO)N1C[C@H](C)[C@H](CN(C)C(=O)NC2CCCCC2)Oc2c(NC(=O)CCCCCC(=O)Nc3ccccc3N)cccc2C1=O	-9
77	Cc1noc(C)c1NC(=O)N[C@@H]1C=C[C@H](CC(=O)NCc2ccc(Cl)c(Cl)c2)O[C@H]1CO	8
78	C[C@H](O)C#Cc1cnc2c(c1)C(=O)N([C@H](C)CO)C[C@H](C)[C@H](CN(C)C(=O)Cc1ccccn1)O2	-8
79	C[C@@H]1CN([C@@H](C)CO)C(=O)c2cc(C#CCN(C)C)cnc2O[C@@H]1CN(C)Cc1ccc(C(=O)O)cc1	-6
80	CN(C)CCn1nnnc1SCC1=C(C(=O)O)N2C(=O)[C@@H](NC(=O)Cc3csc(N)n3)[C@H]2SC1	-1
81	C[C@@H]1CN([C@H](C)CO)C(=O)c2cc(-c3ccc(F)cc3)cnc2O[C@@H]1CN(C)C(=O)CN(C)C	3

Screening results: PubChem, Broad Institute

This is a subset. The share of hits here may be higher or lower than overall.
